High-throughput results (PubChem)
LGR2 inh – blocks bursicon-induced cAMP signaling via Drosophila LGR2; HEK293 LGR2, CRE-luciferase, bursicon-stimulated, 4 h; inhibition, % at 9.99 µM; 0.35% of 380,000 active; AID 720647;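 active = drop in luminescence signal, shown as inhibition above about 50% in the replicate tests, limit read from the data, passing the limit was not always enough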;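 also: agonist challenge used bursicon conditioned medium at about half maximal strength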
FN deposition inh – fibronectin deposition inhibition; inhibition, % at 12.6 µM; 0.086% of 350,000 active; AH1F fibroblasts, Alexa488-fibronectin deposition fluorescence, overnight;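 active = mean inhibition across replicates of 30% or more, regardless of how many single replicates reach that level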;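 also: positive control wells lacked labelled fibronectin entirely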
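Test system: AH1F fibroblast monolayer depositing Alexa488-labelled fibronectin into matrix. Input: 10000 cells per well. Technique: fluorescence, ex 485 nm, em 525 nm. Buffer or medium: DMEM plus 2% serum, read in PBS. Timing: 1 h cell adhesion before compound, then overnight fibronectin incubation. Compound: single dose, pinned. Read-out basis: inhibition from reduced deposited-fibronectin fluorescence.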
The depositor's hits bear a star.

SMILES	LGR2 inh	FN deposition inh
CCNc1ccc(S(N)(=O)=O)cc1[N+](=O)[O-]	4	-1
Cc1cc(NC(=O)Cn2nnc(-c3ccccc3N)n2)no1	-14	-6
COCCNC(=O)CSc1nnc(CCCN2C(=O)c3cccc4cccc(c34)C2=O)n1-c1ccccc1	-27	-2
COc1cc(CN(C)C(C)C(=O)Nc2ccc([N+](=O)[O-])cc2Cl)ccc1OC(F)F (centres undefined)	-14	8
Cn1c(=O)c2c(ncn2CC(=O)N/N=C/C=C/c2ccccc2)n(C)c1=O	-5	9
CC(C)c1c(O)c2c(n(-c3ccccc3)c1=O)CCCC2	-5	-2
CN(C)S(=O)(=O)c1cccc(NC(=O)COC(=O)c2cc(-c3cccc(Br)c3)nc3ccccc23)c1	-9	-4
Cc1cc(C)nc(NN=C2CCCC2)n1	4	-5
CC(C)c1ccc(-c2cc(C(=O)NN3CCN(C)CC3)c3ccccc3n2)cc1	2	4
Cc1ccc(N2NC(C)(c3cccs3)NC2=S)cc1 (centres undefined)	-112	-2
Oc1ccccc1N1CCN(C(=S)NCCc2ccccc2)CC1	-33	4
CS(=O)(=O)N1CCN(c2ccccc2NC(=O)CSc2nnc(-c3ccco3)o2)CC1	3	8
CC1=CC(c2ccc(Cl)cc2)n2ncnc2N1 (centres undefined)	-10	0
CC1CCN(C(=O)Cn2c(SCC(=O)Nc3nccs3)nc3ccccc32)CC1	-6	-4
N#Cc1ccsc1NC(=O)CN1CCN(c2ccc(O)cc2)CC1	-7	8
CC(=O)N1N=C(c2ccccc2)CC1c1ccccc1[N+](=O)[O-] (centres undefined)	-6	5
C/C(=N/N=C1/NC(=O)CC(C(=O)O)S1)c1ccccc1 (centres undefined)	20	2
O=C(NNC(=S)NC1CCCCC1)c1cccs1	-5	4
CC1CCc2sc(C(=O)OCC(=O)NCc3ccc(F)cc3)cc2C1 (centres undefined)	-8	-1
COC(=O)c1ccc2nc(NC(=O)COC(=O)CSc3nc(C)cc(C)n3)sc2c1	10	2
O=C(COc1ccccc1[N+](=O)[O-])NCc1cccnc1	10	-7
COc1ccc(/C=C/C(=O)NCCSCc2ccco2)cc1	-13	3
C/C(CC(=O)Nc1ccc(Cl)cc1Cl)=N\NC(=O)c1ccco1	2	0
CC(C)n1c(O)c(N=NC(=O)c2ccccc2NS(=O)(=O)c2cccs2)c2ccccc21	17	2
Cc1nn(-c2ccccc2)c(N)c1C(c1ccc(C(C)C)cc1)c1c(C)nn(-c2ccccc2)c1N	0	-21
(more compounds)
SMILES	LGR2 inh	FN deposition inh
O=C(NN1C(=O)C2C3C=CC(C3)[C@H]2C1=O)c1cccnc1 (some centres undefined)	13	2
CC1(C)Cc2c(c(-c3ccco3)nc3sc4c(NCC5CCCO5)ncnc4c23)CO1 (centres undefined)	10	2
Cc1ccc(/C=N/NC(=O)Cc2cccn2C)s1	-29	-4
Cc1ccccc1NC(=S)N(CCCN1CCCCC1)Cc1ccco1	-6	1
Cc1cccc(/C(N)=N/OC(=O)c2ccc(Br)o2)c1	-29	-1
CCOc1ccc(CN2C(=O)c3ccccc3C2=O)cc1C(=O)Nc1nnc(SCC)s1	2	0
COc1ccc(CN2C(=S)NC(C)(C)CC2(C)O)cc1 (centres undefined)	0	-1
CC(=O)c1ccc(NC(=O)CO/N=C(\C)c2cccs2)cc1	-40	-4
CN1CCN(CCOC2Cc3ccccc3Sc3ccc(Cl)cc32)CC1 (centres undefined)	10	-6
O=C(Nc1ccc2c(c1)OCO2)c1ccc2c(c1)OCO2	17	3
Cn1c(=O)[nH]c(NC2CCCCC2)c([N+](=O)[O-])c1=O	12	-14
Cc1no[n+]([O-])c1COc1ccc(/C=N/n2nnnc2N)cc1	-17	2
Cc1ccc(-c2c[n+](Cc3ccc(Cl)c(Cl)c3)c3n2CCC3)cc1	-3	-13
Cc1ccc(S(=O)(=O)n2c([N+](=O)[O-])cnc2C)c(C)c1C	-24	2
Cc1ccc(CN2CCSc3ccc(C(=O)NCc4cccnc4)cc32)cc1	-17	-11
CN1C[C@@H]2C[C@@H](c3ccc(C#CC(C)(C)O)s3)N3CCC[C@@]23C1=O	-12	-1
COc1ccc(NS(=O)(=O)c2cc(NC(=O)/C=C/c3cc(OC)c(OC)c(OC)c3)ccc2N2CCCCC2)cc1	-25	5
COc1cc(/C(C)=N/Nc2ccc(C(=O)O)cc2)cc(OC)c1OC	-17	-9
S=c1[nH]nc(C2CCCCC2)n1/N=C/C(Cl)=C\c1ccccc1	-6	0
O=C1c2ccccc2C(=O)c2cc(S(=O)(=O)Nc3ccccc3)ccc21	5	9
Cc1ccc(C(=O)N/N=C\c2cc3c(cc2Br)OCO3)s1	-13	6
C=CCOc1c(Br)cc(/C=N/O)cc1OCC	-11	6
O=C(CSc1nnc(Nc2ccccc2)s1)NCc1cccs1	-3	-1
COCCNC(=O)C1CCCN(c2ncccn2)C1 (centres undefined)	2	13
CCCCOc1ccc(-c2csc(N)n2)cc1[N+](=O)[O-]	-51	-1
The results go on:
SMILES	LGR2 inh	FN deposition inh
CC(=O)Nc1ccc(OCC(O)CN2CCCCC2C)cc1 (centres undefined)	-11	2
Cc1ccc(NC2=CC(=O)CC(c3ccccc3)C2)cc1 (centres undefined)	-16	0
CCc1ccccc1NC(=O)CN(C)C(=O)CSc1nc2cc(Cl)ccc2s1	-19	1
CC(=O)/C(=N\Nc1ccccc1)Sc1nncn1C	3	-5
COc1ccccc1NC(=O)c1ccc(NC(=O)CSc2ncn[nH]2)cc1	43	5
NS(=O)(=O)c1ccc(CCNCc2cc(Br)ccc2OCc2ccccc2)cc1	-25	5
O=[N+]([O-])c1cc(/C=N/n2c(-c3cccnc3)n[nH]c2=S)ccc1Cl	15	0
N/C(=N\OC(=O)COc1ccc(Br)cc1)c1cccnc1	-33	-6
Cc1cccc2nc(-c3ccccc3)nc(N[C@@H](CO)c3ccccc3)c12	9	7
O=C(NCCc1ccccn1)c1cc(-c2ccc(Cl)c(Cl)c2Cl)nc2ccccc12	5	7
Cc1cccc(C)c1Nc1nnc(SCC(=O)c2ccc3c(c2)NC(=O)CO3)s1	-8	-7
O=C(CNC(=O)c1cccs1)c1ccc([N+](=O)[O-])cc1	-17	2
O=c1[nH]c(CSc2nnc3ccccn23)nc2ccccc12	-5	-3
Nn1c(Cc2cccc3ccccc23)nnc1SCc1c(F)cccc1Cl	9	2
COC(=O)c1sc2nc(SCc3cccc(F)c3)n(N)c(=O)c2c1C	-15	-6
COc1ccc2c3c(n(C)c2c1)[C@H](CO)N(Cc1ccc(Cl)cc1)CC31CN(CC2CC2)C1	-2	1
CC(=O)c1cccc(NC(=O)COc2ccccc2C(=O)c2cc(C#N)c(=O)n(C3CCCCC3)c2)c1	-3	0
O=C(Nc1cc(Cl)ccc1Oc1ccccc1)c1ccccc1F	-18	7
CC1CCCN(S(=O)(=O)c2ccc(C(=O)Nc3ccccc3-c3nc4ccccc4[nH]3)cc2)C1 (centres undefined)	2	9
COc1ccccc1NC(=O)CC(=O)CSc1nnc(-c2ccc(C)cc2)n1-c1ccccc1	22	4
CC(=O)N1CCN(CC(=O)Nc2ccc(SC(F)F)cc2)CC1	-10	5
Cc1cccc(NC(=O)[C@H](Cc2ccccc2)NC(=O)OCc2ccccc2)c1	-2	-3
CCOc1cc(/C=C2\CCCC(C(=O)C(F)(F)F)=C2O)ccc1O	25	-9
CCOc1ccc(NS(=O)(=O)c2cc(NC(=O)c3ccc(C)cc3)ccc2Cl)cc1	-2	2
Cc1ccc(C)c(NS(=O)(=O)c2ccc3c(c2)Cc2cc(S(=O)(=O)Nc4cc(C)ccc4C)ccc2-3)c1	7	0

Some of these compounds in order of formula weight, lowest first.
SMILES	LGR2 inh	FN deposition inh
N/C(=N\OC(=O)COc1ccc(Br)cc1)c1cccnc1	-33	-6
CC1CCCN(S(=O)(=O)c2ccc(C(=O)Nc3ccccc3-c3nc4ccccc4[nH]3)cc2)C1 (centres undefined)	2	9
Cc1ccc(C)c(NS(=O)(=O)c2ccc3c(c2)Cc2cc(S(=O)(=O)Nc4cc(C)ccc4C)ccc2-3)c1	7	0

Continuation:
SMILES	LGR2 inh	FN deposition inh
CCOc1ccccc1CSc1nc2ccccc2[nH]1	-11	1
O=C(O)Cc1csc(Nc2cccc(Cl)c2)n1	-21	0
Cc1ccccc1NC(=O)Nc1nnc(CC(=O)NCc2ccccc2)s1	16	4
COc1ccc2c3c([nH]c2c1)[C@@H](CO)N(Cc1ccc(F)cc1)CC31CN(C)C1	30	-11
CC(Nc1cc(N2CCOCC2)ccc1[N+](=O)[O-])c1ccccc1 (centres undefined)	11	5
FC(F)Oc1ccc(/C=N/NC(=S)Nc2cc(C(F)(F)F)ccc2Cl)cc1	15	-8
O=C(/C=C/c1ccc([N+](=O)[O-])cc1)NCCSCc1ccco1	-16	-1
COc1cccc(N2CC(=O)N(NC(=O)CSc3nc(C)cc(C)c3C#N)CC2=O)c1	-2	-4
Cc1cc(C(=O)NCc2ccco2)no1	11	0
O=C(Nc1ccccc1N1CCOCC1)C1CCN(S(=O)(=O)c2ccc(F)cc2)CC1	-10	-11
Cc1cc(C)c(Nc2cc(S(=O)(=O)O)c(N)c3c2C(=O)c2ccccc2C3=O)c(C)c1	17	5
Cc1cc(Cl)ccc1NC(=S)N1CCN(C(=O)C2CCCO2)CC1 (centres undefined)	-2	3
COc1ccccc1NC(=O)c1c(Nc2ccccc2F)sc(C(=O)Nc2cccc(Cl)c2)c1N	2	-7
Cc1ccc(NC(=O)c2ccco2)c(NC(=O)Cc2cccs2)c1	14	-5
COc1ccc(/C=N/NC(=O)c2ccc(Cl)cc2)cc1COC(C)=O	1	3
Cc1ccc(C(=O)N/C(=C/c2ccco2)C(=O)O)cc1	4	2
COc1ccccc1Nc1nc(N)nc(CSC(=S)N2CCCCC2C)n1 (centres undefined)	-12	-2
CCCc1ccc(OCc2nc(-c3ccc(NC(=O)c4cccs4)cc3)no2)cc1	3	-2
O=C(NC(=S)N1CCOCC1)c1ccc([N+](=O)[O-])cc1	5	-2
COc1ccc(CCC(=O)OCC(=O)Nc2ccc(C)c(S(=O)(=O)N(C)C)c2)cc1	11	-7
O=S(=O)(CCOc1ccccc1)N1CCOCC1	2	8
Cc1ccc(S(=O)(=O)N2CC=C(c3ccc(F)cc3)CC2)cc1	0	16
O=C(COc1ccc(Cl)cc1Cl)Nc1ccc(S(=O)(=O)NC2=NCCCCC2)cc1	26	-6
Cc1[nH]n(-c2cccc3ccccc23)c(=O)c1/C=N/NC(=O)c1cccc([N+](=O)[O-])c1	5	1
COc1cc(NC(=S)NCCc2c[nH]c3ccccc23)c(OC)cc1Cl	-6	-6
(cont.)
SMILES	LGR2 inh	FN deposition inh
COc1ccc(CN2CCN(c3ccc(F)cc3)CC2)c(OC)c1OC	-12	-3
Cc1ccc(COc2ccc(/C=N/NC(=O)c3ccc(CN4CCOCC4)cc3)cc2)cc1	-18	-6
COc1cc(C2Nc3ccccc3C(=O)N2c2ccc(Cl)cc2)c(Cl)cc1OCC(=O)O (centres undefined)	-50	3
CCOC(=O)/C(C#N)=C/c1c[nH]c2ccccc12	-44	13
COc1ccc(NC(=O)c2ccc(NC(=O)COC(=O)CC(NC(=O)c3ccccc3Cl)c3ccccc3)cc2)cc1 (centres undefined)	-23	4
COc1ccc(/C=N/Nc2ccc(C(F)(F)F)cc2[N+](=O)[O-])cc1O	1	11
O=C(NCCC(c1ccccc1)c1ccccc1)c1cccs1	3	-7
Cc1ccc(-c2noc(CN(C(=O)Cc3ccccc3)C(C)C)n2)cc1	2	-4
CCSc1nnc(NC(=O)c2cccnc2)s1	19	5
O=C(NN1CCN(Cc2ccccc2Cl)CC1)c1ccc(Cl)cc1	-12	6
O=C(Nc1nc(-c2ccc(F)c(F)c2)cs1)c1cc([N+](=O)[O-])ccc1N1CCOCC1	4	-4
O=C(/C=C/c1ccccc1)NC1CCSC1=O (centres undefined)	-35	8
Cc1cccc(NC(=S)Nc2ccc(Oc3ccccc3)cc2)n1	-13	-4
COc1ccc2nc(C)cc(SCC(=O)N/N=C/c3ccccc3)c2c1	2	0
O=C(Oc1ccc(OC(=O)c2ccco2)c(S(=O)(=O)c2ccc(Cl)cc2)c1)c1ccco1	-24	-1

Single values from the results shown.
Result for O=C(NCCC(c1ccccc1)c1ccccc1)c1cccs1 in LGR2 inh: 3
Result for Cc1cccc(NC(=S)Nc2ccc(Oc3ccccc3)cc2)n1 in LGR2 inh: -13
Result for CCSc1nnc(NC(=O)c2cccnc2)s1 in FN deposition inh: 5
Result for O=C(Nc1nc(-c2ccc(F)c(F)c2)cs1)c1cc([N+](=O)[O-])ccc1N1CCOCC1 in LGR2 inh: 4
Result for COc1ccc2nc(C)cc(SCC(=O)N/N=C/c3ccccc3)c2c1 in LGR2 inh: 2
Result for O=C(/C=C/c1ccccc1)NC1CCSC1=O (centres undefined) in FN deposition inh: 8
Result for O=C(NN1CCN(Cc2ccccc2Cl)CC1)c1ccc(Cl)cc1 in FN deposition inh: 6

Given as labelled records: 4 of the compounds above
compound: O=C(Nc1nc(-c2ccc(F)c(F)c2)cs1)c1cc([N+](=O)[O-])ccc1N1CCOCC1
  LGR2 inh: 4
  FN deposition inh: -4

compound: COc1ccc2nc(C)cc(SCC(=O)N/N=C/c3ccccc3)c2c1
  LGR2 inh: 2
  FN deposition inh: 0

compound: Cc1ccc(-c2noc(CN(C(=O)Cc3ccccc3)C(C)C)n2)cc1
  LGR2 inh: 2
  FN deposition inh: -4

compound: COc1ccc(CN2CCN(c3ccc(F)cc3)CC2)c(OC)c1OC
  LGR2 inh: -12
  FN deposition inh: -3

Compound profiles (already shown):
O=C(Oc1ccc(OC(=O)c2ccco2)c(S(=O)(=O)c2ccc(Cl)cc2)c1)c1ccco1 across the screens: LGR2 inh = -24; FN deposition inh = -1
COc1ccc(NC(=O)c2ccc(NC(=O)COC(=O)CC(NC(=O)c3ccccc3Cl)c3ccccc3)cc2)cc1 (centres undefined) across the screens: LGR2 inh = -23; FN deposition inh = 4

This is a subset. The share of hits here may be higher or lower than overall.
